STAT1 inh – STAT1 signaling inhibition. NIH 3T3 STAT1-luciferase reporter, IFN-gamma, luminescence. inhibition, % at 5.5 µM. hit rate 0.35% among 200,000. AID 920;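 active = inhibition above a set limit, the mean inhibition across all tested compounds plus 3 SD, cut at about 34% in these data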;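 note: 0% = IFN-gamma with DMSO and 100% = IFN-gamma with 300 µM nifuroxazide; values of inactives mirror those of a sister screen read the other way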
G6PDH CS – inhibits Leuconostoc G6PDH, flagging false hits in G6PDH-based assays; Purified L. mesenteroides G6PDH, diaphorase/resazurin coupled fluorescence, 45 min; inhibition, % at 5 µM; hit rate 0.12% among 200,000; AID 1020; in the data active = inhibition above about 50%
STAT1 activator – STAT1 signaling activation. NIH 3T3 STAT1-luciferase reporter, IFN-gamma, luminescence; 100% = IFN-gamma alone, no compound. activation (% of control), % at 5.5 µM. hit rate 2.6% among 200,000. AID 932;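 active = activation above the screen-wide mean activation plus 3 SD, cut at about 130% in these data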;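 note: raw ratio to IFN-gamma control signal so 100% means no change and 0% no light; values of inactives mirror those of a sister screen read the other way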
Hsp70 act – Hsp70 transcriptional activation, primary screen. hit rate 0.04% among 200,000. HeLa Hsp70 promoter luciferase reporter, luminescence; scaled: vehicle 0, proteasome-inhibitor control 100%. AID 1203. activation, % at 10 µM;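 active = activation above the mean across all tested compounds plus 3 SD, cutoff set per campaign, cut at about 5.5% in these data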;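 note: 100% = MG132 at 30 µM as the positive control and 0% = DMSO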
Diaphorase inh – diaphorase inhibition or chemical oxidation counter-screen; diaphorase resazurin-to-resorufin fluorescence, NADH, 16 min; bacterial (C. kluyveri) enzyme, not human; inhibition, % at 20 µM; hit rate 0.69% among 190,000; AID 1217;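 active = primary screen inhibition at 20 µM above a set limit, cut at about 50% in these data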;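 note: plate controls were DMSO with full reaction for no effect and wells lacking NADH for full effect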
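Benchmarks: positive control wells lacking NADH, neutral wells with DMSO only. System: bacterial diaphorase enzyme (C. kluyveri). Input: 0.14 U/mL diaphorase, enzyme working solution. Detection: resorufin fluorescence, excitation 544 nm, emission 590 nm. Times: 16-min room-temperature incubation before reading.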
STAT3 blocker – inhibitors of IL-6 induced STAT3 signaling; U3A cells, IL-6 STAT3-luciferase reporter, luminescence; host cell line lacks STAT1; inhibition, % at 5.5 µM; hit rate 0.89% among 190,000; AID 862;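 active = inhibition above the mean inhibition across all screened compounds plus 3 SD, cut at about 44% in these data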;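 note: 0% = DMSO only wells and 100% = 100 µM nifuroxazide control wells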
Diaphorase act – counter-screen for diaphorase-based assays: diaphorase activators and chemical reducers. Diaphorase/resazurin coupled assay, resorufin fluorescence, 16 min; hits give high values; 1 = vehicle wells, 0 = NADH-free wells. activation factor at 20 µM. hit rate 0.005% among 190,000. AID 1229;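 active = diaphorase activity raised at least twofold by the compound at 20 µM; inactive = activation factor below 2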
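Material: Clostridium kluyveri diaphorase, purified enzyme; Quantity: enzyme 0.07 U/mL final; Medium: HEPES pH 7.4 buffer with MgCl2 and Tween 20; Dosing: single compound dose of 20 µM, 1% DMSO final; Schedule: 16 min reaction at room temperature; Measured by: red resorufin fluorescence at 544/590 nm excitation/emission.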
TLR4 MyD88 comp – blocks binding of human TLR4 to MyD88. O00206+Q99836. inhibition, % at 8.4 µM. hit rate 0.18% among 200,000. HeLa CL3-4 TLR4/MyD88 BLA complementation, FRET ratio; in the data active = inhibition above about 25%;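 note: 0% = vehicle and 100% = reference inhibitor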
Target sequence (O00206 whole entry, looked up): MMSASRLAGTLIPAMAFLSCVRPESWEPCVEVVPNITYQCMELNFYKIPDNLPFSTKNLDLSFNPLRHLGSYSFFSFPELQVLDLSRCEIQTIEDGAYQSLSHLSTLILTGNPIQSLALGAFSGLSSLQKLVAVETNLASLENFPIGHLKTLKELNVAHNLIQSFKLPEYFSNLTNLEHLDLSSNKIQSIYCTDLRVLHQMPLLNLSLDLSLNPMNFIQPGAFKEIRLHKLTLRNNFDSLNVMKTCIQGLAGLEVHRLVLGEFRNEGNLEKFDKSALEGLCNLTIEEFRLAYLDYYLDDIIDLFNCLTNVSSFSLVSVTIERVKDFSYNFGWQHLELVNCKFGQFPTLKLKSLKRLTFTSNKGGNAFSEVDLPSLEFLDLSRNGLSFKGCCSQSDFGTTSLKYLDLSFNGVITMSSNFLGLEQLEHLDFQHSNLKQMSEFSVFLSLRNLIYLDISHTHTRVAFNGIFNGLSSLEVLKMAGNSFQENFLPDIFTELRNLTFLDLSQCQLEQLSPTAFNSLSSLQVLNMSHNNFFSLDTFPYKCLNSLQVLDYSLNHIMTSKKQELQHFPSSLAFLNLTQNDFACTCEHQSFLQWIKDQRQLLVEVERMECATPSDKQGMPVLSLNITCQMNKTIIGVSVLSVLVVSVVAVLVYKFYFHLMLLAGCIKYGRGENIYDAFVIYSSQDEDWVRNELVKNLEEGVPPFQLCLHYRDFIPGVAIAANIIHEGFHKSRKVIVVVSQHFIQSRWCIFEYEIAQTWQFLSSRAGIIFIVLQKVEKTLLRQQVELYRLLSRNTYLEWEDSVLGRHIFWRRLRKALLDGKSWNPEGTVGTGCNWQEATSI
Target sequence (Q99836 whole entry, looked up): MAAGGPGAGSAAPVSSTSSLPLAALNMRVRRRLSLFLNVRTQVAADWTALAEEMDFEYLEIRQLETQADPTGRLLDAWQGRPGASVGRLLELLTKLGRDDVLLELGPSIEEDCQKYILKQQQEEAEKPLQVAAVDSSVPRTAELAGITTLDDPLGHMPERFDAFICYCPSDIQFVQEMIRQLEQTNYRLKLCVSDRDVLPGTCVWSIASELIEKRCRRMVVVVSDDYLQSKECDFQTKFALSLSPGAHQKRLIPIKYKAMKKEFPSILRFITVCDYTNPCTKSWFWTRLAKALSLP
APP 5UTR inh – APP translation inhibition; AID 1285; inhibition, % at 2 µM; SH-SY5Y APP 5'UTR-luciferase reporter, luminescence; hit rate 0.82% among 190,000;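 active = inhibition above a set limit, derived from the sample mean plus 3 SD, cut at about 45% in these data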; note: values of inactives mirror those of a sister screen read the other way
STAT3 act – activators of IL-6 induced STAT3 signaling; U3A cells, IL-6 STAT3-luciferase reporter, luminescence; 100% = signal with IL-6 EC80 alone; activation (% of control), % at 5.6 µM; hit rate 0.91% among 190,000;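 active = activation above the screen-wide mean of compound activation plus 3 SD, cut at about 130% in these data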;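 note: 0% = background luminescence of wells with medium and substrate only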
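system = STAT3-luciferase reporter U3A cells | reagent = IL-6 stimulus at 33 ng/mL final | timing = 1 h compound pre-exposure, 6 h IL-6 stimulation, 37 °C | measured by = luminescence | evaluation = % activation versus median of IL-6-stimulated wells | control set = IL-6-only wells as 100% reference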
* = called active by the depositor; · = not tested or not shown.

Order of results: STAT1 inh	G6PDH CS	STAT1 activator	Hsp70 act	Diaphorase inh	STAT3 blocker	Diaphorase act	TLR4 MyD88 comp	APP 5UTR inh	STAT3 act
1) COc1cccc(CNC(=O)CN2CCC(c3nc4ccc(C)cc4[nH]3)CC2)c1
→ -8	10	108	-0.3	-5	-3	1	4	10	105
2) CC(C)C(=O)Nc1nc2c(ncn2C2CC(O)C(CO)O2)c(=O)[nH]1 (configuration not stated)
→ 3	1	97	-0.2	17	2	0.8	-3	6	106
3) CCC(C(=O)NC1CCCC1)N(Cc1ccco1)C(=O)Cn1nnc(-c2ccc(C)cc2)n1 (configuration not stated)
→ -10	-15	109	0.0	4	0	1	2	12	104
4) CC1=CC(C)C2C(=O)N(c3ccccc3)C(=O)C2C1 (configuration not stated)
→ -7	-2	107	-0.5	16	-13	0.8	10	7	108
5) CCOc1ccccc1NC(=O)COn1nnc2ccc(Cl)cc21
→ -4	9	104	0.0	11	0	0.9	3	4	103
6) CC12CS(=O)(=O)CC1SC(=S)N2Cc1ccccc1 (configuration not stated)
→ -6	10	105	-0.2	16	14	0.8	12	4	98
7) CCOc1ccc(N=Cc2c(O)c3ccccc3oc2=O)cc1
→ -9	-8	108	-0.2	4	-21	1	0	3	118
8) O=C1Nc2cc(Cl)c(Cl)cc2N(O)N1c1cccc(Cl)c1
→ 10	1	91	-0.2	5	4	0.9	-2	6	101
9) C/C(CC(=O)Nc1ccc(Cl)cc1Cl)=N\NC(N)=S
→ -6	-2	105	-0.2	4	3	1	15	-5	108
10) CC(C)(C)NS(=O)(=O)c1ccc(NC(=O)c2cc(-c3ccccc3)nc3ccccc23)cc1
→ 6	-2	94	-0.5	25	-3	0.8	8	5	103
11) O=C(c1cccs1)N1C(=O)c2cccc3cccc1c23
→ -3	8	100	-0.3	13	-3	0.9	-8	0	106
12) O=C1CCCS(=O)(=O)c2ccccc21
→ 0	2	99	-0.1	3	8	1	8	10	97
13) CC(Sc1nc2ccccc2c(=O)[nH]1)C(=O)O (configuration not stated)
→ 2	2	98	-0.4	15	0	0.8	8	-2	105
14) CCCCC(=O)Nc1ccc(C(=O)NNC(=O)c2ccco2)cc1
→ 5	-2	96	-0.3	1	2	1	-6	-11	104
15) CCOC(=O)n1c(=O)n(Cc2ccccc2C)c2ccccc21
→ 1	2	97	-0.2	10	-4	0.9	5	10	105
16) CN(CC(=O)Nc1ccccc1N1CCOCC1)S(=O)(=O)c1ccc(Cl)cc1
→ 4	11	101	-0.5	14	9	0.9	2	11	93
17) CCOC(=O)c1c(N)nn(C(=O)CC)c1-c1ccccc1
→ 1	8	99	0.2	17	-14	0.8	-5	3	114
18) O=c1sc(N2CCN(c3ccccc3F)CC2)nc2ccsc12
→ -44	-20	139*	-0.2	22	-2	0.8	-10	-42	106
19) CC1CCN(c2nc3ccc(C(=O)N4CCN(Cc5ccccc5)CC4)cc3s2)CC1
→ -33	4	130*	-0.2	33	11	0.7	7	-59	98
20) Cc1ccccc1Nc1ncnc(N)n1
→ 1	2	98	-0.1	5	-4	1	3	4	110

Single entries from the entries so far:
CC1CCN(c2nc3ccc(C(=O)N4CCN(Cc5ccccc5)CC4)cc3s2)CC1 – Diaphorase act: 0.7
O=C(c1cccs1)N1C(=O)c2cccc3cccc1c23 – APP 5UTR inh: 0

Additional records follow:
Order of results: STAT1 inh	G6PDH CS	STAT1 activator	Hsp70 act	Diaphorase inh	STAT3 blocker	Diaphorase act	TLR4 MyD88 comp	APP 5UTR inh	STAT3 act
21) CSc1snnc1-c1ccccc1
→ 6	4	92	-0.4	16	12	0.8	-10	5	92
22) O=C(NNC(=S)NCC1CCCO1)c1ccc(S(=O)(=O)N2CCOCC2)cc1 (configuration not stated)
→ 7	7	92	-0.1	6	4	0.9	-4	3	101
23) CC(C)CN(CC(C)C)C(=O)c1cccc(S(=O)(=O)N2CCc3ccccc32)c1
→ -2	3	100	-0.3	17	-30	0.8	10	-5	129
24) CC(C)(O)C(=O)NNC(=S)NCc1ccco1
→ 0	1	98	-0.1	16	5	0.8	-10	11	101
25) O=C(O)c1ccc(N/N=C/c2cccc(F)c2)cc1
→ -68	0	161*	0.0	-3	-12	1	11	-124	110
26) Cc1ccc(C(C(=O)NCc2ccco2)N(C(=O)Cc2cccs2)c2cccnc2)cc1 (configuration not stated)
→ 0	1	100	0.3	1	-8	1	-2	3	112
27) O=C(Nc1ccccc1[N+](=O)[O-])C1=C(O)CCn2c1nc1ccccc12
→ -4	3	104	-0.2	13	27	0.9	10	-30	80
28) Cc1c(C(=O)OC(C)C)sc(NC(=O)c2cccnc2)c1C#N
→ -8	4	107	0.0	19	-2	0.8	10	-5	105
29) CC(C)C(=O)N=C1NC(=O)CS1
→ -6	-2	106	-0.3	7	9	0.9	3	-1	95
30) COc1ccc(N(C(C)C(=O)N/N=C(\C)C(C)(C)C)S(C)(=O)=O)cc1 (configuration not stated)
→ -26	1	122	0.0	0	10	1	1	-10	97
31) OCCC1CN(Cc2cccn2-c2cccnc2)CCN1Cc1ccccc1 (configuration not stated)
→ 3	8	95	-0.2	-9	-1	1.1	-3	-10	103
32) COc1nnc(OC)c2ccccc12
→ 1	2	99	0.0	4	10	1	-8	0	95
33) Cc1onc(C(=O)N2CCC(C(N)=O)CC2)c1-c1ccccc1Cl
→ 6	1	95	-0.2	14	12	0.9	-11	3	94
34) Cc1ccc(N/C(CSC(N)=O)=N\S(=O)(=O)c2ccc(C)cc2)cc1
→ 1	0	99	0.0	9	6	0.9	-7	-6	101
35) COc1ccc(CN2CCNC(=O)C2CC(=O)NCc2cn3ccc(C)cc3n2)c(OC)c1 (configuration not stated)
→ -11	3	108	0.0	11	10	0.9	-11	0	96
36) Cc1nc2c(C(=O)NCCc3ccccc3)c[nH]n2c(=O)c1Cl
→ 3	14	97	-0.4	79*	4	0.2	2	-15	101
37) O=C(O)CC(Cn1cnnn1)c1ccccc1 (configuration not stated)
→ 1	12	99	-0.1	-12	0	1.1	-9	3	105
38) O=C(N/N=C/C=C/c1ccccc1[N+](=O)[O-])c1cccs1
→ -10	-4	109	-0.3	11	4	0.9	1	-9	94
39) O=C1NC2CCc3nc4ccccc4c(=O)n3C2=Nc2ccccc21 (configuration not stated)
→ -4	11	103	0.3	-16	·	1.2	-12	16	·
40) CC(C)C(NC(=O)C1CCC(C(C)(C)C)CC1)C(=O)NCCCN1CCCCC1 (configuration not stated)
→ -9	-3	107	-0.2	3	6	1	8	-34	104
41) Fc1ccc(-c2nc3ccncc3[nH]2)cc1
→ -5	-3	105	0.5	5	1	0.9	-1	-16	104
42) Cc1cc(C)n2c(=O)c3ccc(Cl)cc3nc2c1C#N
→ -11	-7	108	-0.3	6	12	0.9	1	4	98
43) O=c1/c(=C\c2cccnc2)sc2nc3ccccc3n12
→ -27	2	125	0.4	18	-5	0.8	4	-15	108
44) CSc1cccc(NC(=O)C(C)C)c1
→ -6	18	103	-0.1	18	3	0.8	12	-3	102
45) C/C(=N/OC(=O)CC(C)C)c1cc(-c2ccc(Cl)cc2)no1
→ -32	4	127	0.1	0	10	1	-12	-65	100
46) CCC(C)(C)C1CCC(=NNC(=S)Nc2ccccc2)CC1 (configuration not stated)
→ 6	2	93	-0.3	14	11	0.9	-11	-152	93
47) Cc1c(Cl)cccc1-c1ccc(/C=N/n2cnnc2)o1
→ -7	5	106	-0.4	17	12	0.8	-11	17	90
48) CN(c1ccccc1C(=O)N1CCN(c2cccc(Cl)c2)CC1)S(C)(=O)=O
→ 1	-2	99	-0.4	2	6	1	5	-13	97
49) CCc1ccc(Cn2nnc(C(=O)Nc3cccc(C)c3)c2N)cc1
→ 3	-2	97	0.0	22	16	0.8	-5	21	94
50) O=C(CN1CCN(S(=O)(=O)c2ccccc2F)CC1)NC1CCCC1
→ -3	4	101	-0.2	7	14	0.9	8	-12	92
51) CC(C)(C)C(=O)NC1CCN(S(=O)(=O)c2cccc(C(F)(F)F)c2)CC1
→ -4	3	102	-0.5	6	5	0.9	-2	-8	100
52) COc1ccc(-c2nnn(CC(=O)N(Cc3ccc(F)cc3)C(C(=O)NC3CCCC3)c3ccc(F)cc3)n2)cc1 (configuration not stated)
→ -6	·	106	-0.3	·	-5	·	-11	0	104
53) O=C(NCc1ccc2c(c1)OCO2)c1ccco1
→ -2	0	101	0.1	4	2	1	-3	-8	103
54) Cc1cccnc1NC1(C(F)(F)F)N=C(c2ccccc2)NC1=O (configuration not stated)
→ 5	4	95	0.0	10	19	0.9	10	13	93
55) Cc1ccc(C(c2sc3ncnn3c2O)N2CCC(C)CC2)cc1 (configuration not stated)
→ -7	2	108	-0.3	7	-6	0.9	-3	1	105
56) CCc1c(C)sc(NC(=O)CC#N)c1C#N
→ 6	14	94	-0.3	32	-20	0.7	4	-14	117

Source: PubChem
